OXTR agonist = agonists of human oxytocin receptor; AID 2435; hit rate 0.32% among 320,000; P30559; CHO-OTR cells, Fluo-8 calcium fluorescence; normalized: DMSO 0%, oxytocin 100%; activation, % at 3 µM;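 active means activation above the mean of all tested compounds plus 3 SD, cutoff set per screening run, cut at about 20% in these data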;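 further: peak over basal fluorescence ratio from a 100 s FLIPR kinetic read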
CHO-K1 Ca antag = M1 antagonist counterscreen hit in parental CHO-K1 cells; ATP-induced calcium, Fluo-8 fluorescence; hit rate 0.6% among 360,000; inhibition, % at 3 µM;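 active means inhibition above a per-plate cutoff, the plate's mean sample inhibition plus 3 SD, cut at about 24% in these data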;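 further: 0% = DMSO plus EC80 ATP and 100% = DMSO alone without ATP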
OXTR potentiator = potentiates the human oxytocin receptor response; hit rate 0.061% among 320,000; activation, % at 3 µM; CHO-OTR cells, Fluo-8 calcium fluorescence, potentiator mode; 0% = oxytocin EC15, 100% = EC100;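 active means activation above that plate's cutoff, the mean activation of tested compounds plus 3 SD, cut at about 6.6% in these data, passing the limit was not always enough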;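 further: 100% uses oxytocin at 75 nM as the full agonist control; some results filed as inactive read as strong as hits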
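System: human OTR in CHO cells / Also added: sub-maximal oxytocin, roughly EC15 / Control set: EC15 oxytocin low, 75 nM oxytocin high / Schedule: 6 min compound pre-incubation at room temperature, 100 s kinetic read / Compound: single-point 3.0 µM / Replication: singlicate / Technique: Fluo-8 calcium dye fluorescence / Read-out basis: % activation of max/min ratio relative to oxytocin controls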
CHO parental Ca = counter-screen for OX1R antagonists: effect in parental CHO cells; parental CHO-K1, ATP-induced calcium, Fluo-8 fluorescence; inhibition, % at 5.6 µM; hit rate 0.63% among 330,000;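 active means inhibition above that plate's mean sample inhibition plus 3 SD, cut at about 26% in these data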;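 further: 0% = ATP-challenged DMSO wells and 100% = DMSO wells without ATP; some compounds past the cut are filed as inactive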
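test system = CHO parental line | reagent = ATP stimulus | measured by = intracellular calcium via Fluo-8 no-wash fluorescent dye | control set = ATP and no-ATP DMSO wells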
TAAR1 antagonist = human TAAR1 antagonism | inhibition, % at 3 µM | CHO RD-HGA16 TAAR1, Fluo-8 calcium fluorescence, antagonist | AID 624466 | hit rate 1.5% among 360,000 | Q96RJ0;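 active means inhibition above a per-plate cutoff, the mean inhibition of test compounds on that plate plus 3 SD, cut at about 49% in these data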;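 further: 0% = DMSO plus EC80 beta-PEA response and 100% = DMSO alone without agonist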
Target sequence (Q96RJ0 whole entry, looked up): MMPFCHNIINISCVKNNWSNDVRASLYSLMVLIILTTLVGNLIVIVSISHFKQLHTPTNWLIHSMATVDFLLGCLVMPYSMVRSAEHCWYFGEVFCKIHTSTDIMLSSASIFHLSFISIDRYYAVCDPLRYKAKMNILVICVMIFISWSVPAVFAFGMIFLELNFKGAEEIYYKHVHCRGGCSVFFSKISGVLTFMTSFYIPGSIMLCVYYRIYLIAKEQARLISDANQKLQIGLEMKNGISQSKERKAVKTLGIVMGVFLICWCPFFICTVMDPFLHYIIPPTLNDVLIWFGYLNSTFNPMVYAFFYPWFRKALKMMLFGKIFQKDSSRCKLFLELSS
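Test system – hTAAR1-expressing CHO RD-HGA16 cells, Gα16-coupled · Also added – β-PEA at EC80 concentration, post-compound challenge · Compound – 3 µM, single point · Incubation – dye loading 75 min at 37 °C, then 30 min room temperature · Measured by – Fluo-8 intracellular calcium dye fluorescence, real-time kinetic reads · Benchmarks – vehicle and agonist controls · Replicates – singlicate, one well per test compound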
M1 PAM parental = nonselective activator or artifact in parental CHO-K1 calcium assay; activation, % at 3 µM; hit rate 0.02% among 360,000; ATP EC20, Fluo-8 calcium fluorescence; 0% at ATP EC20, 100% at ATP max;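 active means activation above the run cutoff, the mean activation of all test compounds plus 3 SD, cut at about 40% in these data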;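 further: peak over basal fluorescence ratio in a 140 s read after ATP addition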
GPR7 antag = blocks human GPR7 receptor signaling. hit rate 1.1% among 290,000. GPR7-expressing cells, fluorescence antagonist assay. inhibition, % at 4.4 µM. P48145. AID 1861; in the data active means inhibition above about 16%, passing the limit was not always enough;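 further: cells stimulated with the agonist NPW; 0% = agonist with vehicle and 100% = vehicle without agonist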
Target sequence (P48145 whole entry, looked up): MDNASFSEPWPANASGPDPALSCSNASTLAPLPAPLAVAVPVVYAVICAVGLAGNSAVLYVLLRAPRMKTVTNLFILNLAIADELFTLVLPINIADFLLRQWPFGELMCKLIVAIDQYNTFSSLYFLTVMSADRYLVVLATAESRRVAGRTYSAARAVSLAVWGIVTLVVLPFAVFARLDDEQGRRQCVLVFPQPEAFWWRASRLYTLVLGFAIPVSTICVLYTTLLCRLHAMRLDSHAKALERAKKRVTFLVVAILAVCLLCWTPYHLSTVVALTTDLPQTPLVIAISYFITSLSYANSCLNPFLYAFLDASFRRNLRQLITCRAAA
V1R ag counter = counter-screen for oxytocin receptor agonists: human V1a receptor agonists | P37288 | CHO-V1R cells, Fluo-8 calcium fluorescence, agonist mode; 0% DMSO, 100% 3 nM vasopressin | activation, % at 3 µM | hit rate 0.25% among 320,000 | AID 2797;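 active means activation above the mean activation of all tested compounds plus 3 SD, per screening run, cut at about 20% in these data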;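 further: signal is peak over basal fluorescence ratio across a 100 second FLIPR read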
Target sequence (P37288 whole entry, looked up): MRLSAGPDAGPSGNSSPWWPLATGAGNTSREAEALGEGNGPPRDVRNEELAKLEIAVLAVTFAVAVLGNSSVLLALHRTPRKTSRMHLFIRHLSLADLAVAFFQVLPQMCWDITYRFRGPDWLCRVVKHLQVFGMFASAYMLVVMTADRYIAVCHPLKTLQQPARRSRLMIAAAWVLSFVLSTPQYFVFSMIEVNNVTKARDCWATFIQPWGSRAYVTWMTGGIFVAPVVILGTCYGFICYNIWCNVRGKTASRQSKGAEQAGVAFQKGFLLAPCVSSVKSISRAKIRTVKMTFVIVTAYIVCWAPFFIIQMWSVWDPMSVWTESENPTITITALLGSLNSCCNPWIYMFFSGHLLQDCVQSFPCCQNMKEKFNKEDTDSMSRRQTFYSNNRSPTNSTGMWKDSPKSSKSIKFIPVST
M1 ag parental = nonselective activator or artifact in parental CHO-K1 cells; Fluo-8 calcium fluorescence; scaled to maximal ATP response, vehicle zero; activation, % at 3 µM; hit rate 0.48% among 360,000; AID 602248; in the data active means activation above about 15%;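 further: untransfected CHO-K1 host cells lacking M1 receptor as counterscreen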
* = called active by the depositor; · = no result given.

SMILES	OXTR agonist	CHO-K1 Ca antag	OXTR potentiator	CHO parental Ca	TAAR1 antagonist	M1 PAM parental	GPR7 antag	V1R ag counter	M1 ag parental
Cc1ccc(C)c(OCCC(=O)OCC(=O)NC(=O)NC2CCCC2)c1	-1.6	-9	-18	26	-6	-13	·	-0.5	0.3
CC(=O)c1sc(N/N=C\c2c(O)ccc3ccccc23)nc1C	8.7	-3	-8	2	10	-12	·	5.9	4.1
CCOc1cc(C2Nc3ccccc3C(=O)N2c2ccccc2)ccc1O (stereo not drawn)	-1.2	-14	2	-15	-14	22	-10	0.4	1.2
O=C(Cc1cn2ccsc2n1)Nc1nc2c(s1)CN(Cc1ccccc1)CC2	0.1	11	-12	-14	11	-6	-2	-0.3	0.0
O=C(CSc1nc2ccccc2o1)N1CCN(c2ccccc2)CC1	-1.2	-4	-11	-6	4	12	-10	-0.7	1.1
CC(=O)Nc1ccc(-c2cn3ccsc3n2)cc1	0.3	0	-5	-3	10	13	-6	0.5	0.1
CC1CN(S(=O)(=O)c2cccc(C(F)(F)F)c2)C(C)N1C(=O)N1CCOCC1 (stereo not drawn)	1.4	-5	-14	-10	-6	-9	-2	0.2	0.7
O=C(N/N=C/c1c[nH]c2ccccc12)c1cccc(O)c1	0.7	-1	4	-11	-6	5	-2	-0.1	1.2
CC(=O)Oc1ccc2c(c1)OC(c1ccccc1)CC21CC(C)(C)NC(=S)N1 (stereo not drawn)	-0.6	5	-11	-12	-4	-3	11	-0.6	-0.1
C=CCNC(=O)CN1CCC(n2c(C)nc3cc(C(F)(F)F)ccc32)CC1	0.0	-11	-16	-6	-13	2	5	0.4	0.1
O=C(N/N=C/c1ccncc1)c1ccccc1[N+](=O)[O-]	0.3	-10	0	1	-1	14	-13	0.5	0.7
O=C(NCc1ccco1)Nc1cccs1	-0.5	-9	-22	-15	-1	13	0	-0.3	0.4
O=C(CN1C(=O)C2CCCCC2C1=O)Nc1nc(-c2ccccn2)cs1 (stereo not drawn)	-0.2	3	-5	-2	13	2	-5	1.4	1.1
NC(=O)c1ncn([C@@H]2O[C@H](CNCc3ccc(OCC(=O)Nc4ccccn4)cc3)[C@@H](O)[C@H]2O)n1	·	-13	·	·	1	10	·	·	-0.1
Cc1ccc(C(C)C)c(OCC(O)CNC2CCCC2)c1 (stereo not drawn)	12	9	3	-10	-10	8	-4	3.3	3.2

3 entries already listed, arranged by the number in OXTR potentiator, high to low:
Molecule	OXTR potentiator	TAAR1 antagonist	GPR7 antag
O=C(N/N=C/c1c[nH]c2ccccc12)c1cccc(O)c1	4	-6	-2
C=CCNC(=O)CN1CCC(n2c(C)nc3cc(C(F)(F)F)ccc32)CC1	-16	-13	5
Cc1ccc(C)c(OCCC(=O)OCC(=O)NC(=O)NC2CCCC2)c1	-18	-6	·

Later entries:
SMILES	OXTR agonist	CHO-K1 Ca antag	OXTR potentiator	CHO parental Ca	TAAR1 antagonist	M1 PAM parental	GPR7 antag	V1R ag counter	M1 ag parental
Cc1nc(C(F)(F)F)ccc1C(=O)N1CCC1(C)C(=O)NS(=O)(=O)c1ccccc1Cl (stereo not drawn)	·	-3	·	·	1	11	·	·	-0.2
CCCCCCCCCCCCCCCC(=O)NCCO	0.3	1	-4	1	-9	8	·	1.0	0.8
CC1(C)C=Cc2cc(-c3coc4cc(O)cc(O)c4c3=O)cc(O)c2O1	3.1	-7	-1	0	-19	9	·	2.1	0.6
CC(=O)c1ccc(NC(=O)CSc2nnc(C3CC3)n2C2CC2)cc1	1.4	-6	3	-14	7	8	·	0.6	-0.3
C[C@@H](NC(=O)/C(C#N)=C/c1ccc(O)c(O)c1)c1ccccc1	3.9	-13	-4	9	-28	29	·	5.3	1.6
Cc1ccc(CNn2cn[nH]c2=S)cc1	0.5	-11	2	-1	-13	17	·	0.0	0.5
Cc1[nH]c2ccc(C(=O)NCCN3CCOCC3)cc2c1C	0.0	3	-4	5	-26	7	-3	0.8	-0.3
Cn1c(=O)c2[nH]c(N3CCN(c4ccccn4)CC3)nc2n(C)c1=O	-0.3	·	-7	8	·	·	-3	-0.3	·
CCN1C(=O)C(C)C=C(C)C=C1C (stereo not drawn)	·	-7	·	·	-19	16	·	·	0.5
CC(C)(CCC(=S)N1CCOCC1)c1ccccc1	·	-13	·	·	15	-6	·	·	-0.5
CCc1cc(=O)oc2cc(OCC(=O)NCCCN3CCCC3=O)c(Cl)cc12	-0.1	-16	-3	3	-5	3	-1	6.7	0.7
CCOC(=O)C1=C(COC(=O)c2ccc(Cl)cc2[N+](=O)[O-])NC(=O)NC1C (stereo not drawn)	0.6	-2	-4	5	-21	13	·	0.8	0.4
COc1ccccc1NC(=O)OC(C)c1ccc(Cl)cc1 (stereo not drawn)	-0.4	-19	-2	-18	13	23	-23	-1.3	0.5
Cc1nonc1NC(=O)CSc1nnc(N)s1	1.2	-4	-1	-7	1	3	0	1.5	0.5
CC1=C(C#N)C(NC(=O)c2ccc(Cl)cc2)(C(F)(F)F)C(=O)N1 (stereo not drawn)	-1.3	-10	-3	-12	-10	15	-7	1.1	0.2

9 compounds out of the list, ordered by length of the SMILES, rising:
SMILES	OXTR agonist	CHO-K1 Ca antag	OXTR potentiator	CHO parental Ca	TAAR1 antagonist	M1 PAM parental	GPR7 antag	V1R ag counter	M1 ag parental
CCCCCCCCCCCCCCCC(=O)NCCO	0.3	1	-4	1	-9	8	·	1.0	0.8
Cc1nonc1NC(=O)CSc1nnc(N)s1	1.2	-4	-1	-7	1	3	0	1.5	0.5
CC(C)(CCC(=S)N1CCOCC1)c1ccccc1	·	-13	·	·	15	-6	·	·	-0.5
COc1ccccc1NC(=O)OC(C)c1ccc(Cl)cc1 (stereo not drawn)	-0.4	-19	-2	-18	13	23	-23	-1.3	0.5
Cc1[nH]c2ccc(C(=O)NCCN3CCOCC3)cc2c1C	0.0	3	-4	5	-26	7	-3	0.8	-0.3
C[C@@H](NC(=O)/C(C#N)=C/c1ccc(O)c(O)c1)c1ccccc1	3.9	-13	-4	9	-28	29	·	5.3	1.6
CC1=C(C#N)C(NC(=O)c2ccc(Cl)cc2)(C(F)(F)F)C(=O)N1 (stereo not drawn)	-1.3	-10	-3	-12	-10	15	-7	1.1	0.2
CCOC(=O)C1=C(COC(=O)c2ccc(Cl)cc2[N+](=O)[O-])NC(=O)NC1C (stereo not drawn)	0.6	-2	-4	5	-21	13	·	0.8	0.4
Cc1nc(C(F)(F)F)ccc1C(=O)N1CCC1(C)C(=O)NS(=O)(=O)c1ccccc1Cl (stereo not drawn)	·	-3	·	·	1	11	·	·	-0.2

Going on with the list:
SMILES	OXTR agonist	CHO-K1 Ca antag	OXTR potentiator	CHO parental Ca	TAAR1 antagonist	M1 PAM parental	GPR7 antag	V1R ag counter	M1 ag parental
c1ccc2[nH]c(NN=C3CCCCCC3)nc2c1	0.5	-9	2	-13	-13	-7	-14	-0.6	0.2
COc1cc(Nc2c3c(nc4ccccc24)CCCC3)cc(OC)c1OC	-0.2	4	-7	-10	8	7	-15	0.6	17*
CCN(C[C@H]1N[C@@](CC)(C(=O)OC)[C@H]2C(=O)N(C)C(=O)[C@@H]12)C(=O)NC(C)C	1.2	5	2	-5	-1	4	·	1.2	0.7
CC1CC(=O)NN=C1c1ccc(N(C)C)c([N+](=O)[O-])c1 (stereo not drawn)	1.1	-16	-3	-5	2	0	-18	1.6	1.9
CC(C)NC(=O)c1nn(C)c2ccccc12	-0.4	-13	11	-5	-2	20	-2	0.9	0.0
CC(C)N1CCN(Cc2ccc3c(c2)Cc2ccccc2-3)CC1CCO (stereo not drawn)	1.0	9	-12	-6	5	1	-1	2.5	2.5
CSc1ccccc1NC(=O)Nc1cccc(F)c1	-2.0	5	-9	-19	-1	15	-10	0.5	3.9
CN1CCN([C@@H]2CS(=O)(=O)N[C@H]2COCc2ccccc2)CC1	·	9	·	·	-2	6	·	·	0.6
Cc1ccccc1CN1CCC(CNC(=O)C2CCCN(c3ncnc4c3nc3n4CCCCC3)C2)CC1 (stereo not drawn)	-0.6	-20	-7	-16	-17	1	-5	-0.5	1.6
CCCCc1ncc(CN2CCC(n3nccc3NC(=O)C(OC)c3ccccc3)CC2)[nH]1 (stereo not drawn)	-0.3	-7	-2	-8	-13	4	-13	-0.4	0.7
Cc1csc(NC(=O)CSc2nncn2C)n1	-0.3	-3	-14	4	-1	7	-4	4.3	-0.4
O=[N+]([O-])c1cc(-c2nnc(Nc3ccc(O)cc3)c3ccccc23)ccc1N1CCOCC1	-0.5	-8	-6	-18	32	17	-11	-0.1	2.3
OCCCNc1nccc(-c2cc(Nc3cccc(Cl)c3)ncn2)n1	2.3	-14	-7	-30	26	14	·	0.0	3.8
Cc1nc(C/C(=N\N)c2ccc(O)cc2O)cs1	0.1	5	-33	-1	9	3	-1	0.0	0.9
COCCNC(=O)c1ccc(Cn2c(SCC(=O)NCC3CCCO3)nc3ccc(Br)cc3c2=O)cc1 (stereo not drawn)	-0.6	-7	-18	-26	-18	0	8	2.7	0.5
CCSc1nnc(SCC(=O)NC2CCCCC2)s1	0.1	-9	-3	-10	-8	-6	·	-0.5	-0.1
CCOC(=O)c1ccc(NC(=O)COc2ccccc2CNC2CCCC2)cc1	11	-3	-16	-5	-3	-10	16	3.1	3.0
Cc1ccc(-n2nnnc2SCC(=O)c2cc(C)n(-c3cc(C)on3)c2C)cc1	-1.0	-18	-5	-6	·	6	-18	-0.8	0.4
NS(=O)(=O)c1ccc(CCNC(=O)C2CCC(CNS(=O)(=O)c3ccc(Br)s3)CC2)cc1 (stereo not drawn)	0.2	-5	-13	1	72*	24	6	0.3	0.2
O=C(NCc1ccco1)/C(=C\C=C\c1ccccc1)NC(=O)c1ccco1	0.5	-17	-4	-15	-21	22	12	0.0	1.4
CCOC(=O)NC(=O)COC(=O)CCCc1nc2ccccc2s1	0.3	-3	9	-7	-9	10	12	0.4	0.3
CC(C)C(=O)Nc1cccc(C(=O)Nc2nnc(C(C)(C)C)s2)c1	-0.3	-12	-10	-19	-9	16	-14	1.9	1.9
CC(CN1CCOCC1)C(=O)c1ccccc1 (stereo not drawn)	-0.2	-2	-7	-1	-12	2	-4	-0.2	0.3
C=CCSc1ncccc1C(=O)NCc1ccccc1	-1.0	-10	-1	-15	·	9	-7	-0.9	-0.1
COCCNC(=S)N1CCC(C(=O)c2ccc(C)cc2)CC1	2.2	-1	-3	5	-3	19	3	3.6	1.7
C=CCOc1ccccc1NC(=O)CN1C(=O)CNC1=O	0.1	-12	-4	7	7	14	-1	0.2	0.8
CCOC(=O)C1(CCOC)CCN(C(=O)Cc2ccc3ccccc3c2)CC1	-0.9	-1	-6	-8	7	0	-6	-0.2	2.4

Source: PubChem BioAssay (The Scripps Research Institute Molecular Screening Center)
